# Bioassay records as filed in PubChem.
# SUMO Mot1 rescue: SUMOylation pathway inhibition by Mot1-301 growth rescue; S. cerevisiae Mot1-301 growth rescue, ATP luminescence, 38.5C; percent above DMSO median, 100 means doubled; growth rescue, % at 18.8 µM; actives 1% (n = 320,000); AID 2716;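 active = every valid replicate shows activation above 250% relative to neutral control wells; inactive = the rest, any valid replicate at or below 250%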;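 also: OY570 slx delta 5 strain wells were the positive control but not used for scaling; some compounds called inactive have numbers as strong as hits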
# PKA-R1A activ: PKA-R1A complex activation; actives 0.083% (n = 340,000); activation, % at 11.4 µM; P00514+P68181; PKA-R1A dissociation, Cy5-IP20 fluorescence polarization; scaled: DMSO 0%, 113 µM cGMP 100%;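 active = percent activation above the mean of all tested compounds plus 3 SD, cut at about 19% in these data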;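 also: higher means more PKAc released from R1A so a rise in polarization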
# PKA-R2B act: activates the human PKA-R2B holoenzyme complex; P22694+P31323; PKA-R2B holoenzyme dissociation, Cy5-IP20 fluorescence polarization; R2B truncated from residue 108, S112A mutant; 0% DMSO only, 100% 113 µM cGMP; activation, % at 11.4 µM; actives 0.079% (n = 340,000); AID 504700;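 active = activation above a cutoff set at the mean over all compounds plus 3 SD, cut at about 18% in these data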;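 also: higher means more holoenzyme dissociation and a rise in polarization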
# Target sequence (P31323 whole entry, looked up, other chains not shown, the tested form may be a part): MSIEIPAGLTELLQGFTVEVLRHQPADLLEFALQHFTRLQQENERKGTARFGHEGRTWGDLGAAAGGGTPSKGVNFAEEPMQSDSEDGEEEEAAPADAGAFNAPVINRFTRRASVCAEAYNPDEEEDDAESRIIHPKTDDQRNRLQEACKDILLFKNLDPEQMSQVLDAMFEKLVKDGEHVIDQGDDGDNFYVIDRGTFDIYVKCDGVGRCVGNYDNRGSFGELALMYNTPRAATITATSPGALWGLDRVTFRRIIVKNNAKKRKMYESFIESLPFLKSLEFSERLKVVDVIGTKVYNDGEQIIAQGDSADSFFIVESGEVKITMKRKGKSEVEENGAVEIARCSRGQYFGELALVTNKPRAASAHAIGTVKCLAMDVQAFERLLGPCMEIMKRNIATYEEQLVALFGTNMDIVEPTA
# Arrestin-AP2 inh: inhibitors of human beta-arrestin and AP2 interaction | FITC-arrestin peptide / GST-AP2 beads, flow cytometry; AP2 beta2 appendage carries R879A mutation | inhibition, % at 10 µM | actives 0.31% (n = 340,000) | AID 504490;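 active = inhibition above a set limit, near 3 SD of compounds lacking own fluorescence, cut at about 54% in these data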;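 also: plate controls were DMSO wells for no effect and 5 µM unlabelled arrestin peptide for full effect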
#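 Assay system: GST-AP2 R879A bound to glutathione beads, E. coli-expressed; Medium: PBS with 0.05% Tween 20 and 0.1% BSA; Also added: fluorescein-tagged arrestin peptide at 50 nM final; Timing: 12 min plus 1 h, RT; Measured by: flow cytometry, FL1 (488/535 nm); Evaluation: percent drop in bead-associated FITC signal.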
# Pemphigus Ab inh: blocks pemphigus antibody binding to human desmoglein-3 | P32926 | DSG3-coupled beads, scFv-anti-DSG3-GFP binding, flow cytometry; hits give low values | binding (percent of control), % at 10 µM | actives 0.48% (n = 310,000) | AID 588358;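 active = binding more than 3 SD below its plate's average and above zero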;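 also: hits lower antibody fragment binding to DSG3; some compounds called inactive have numbers as strong as hits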
# dFosB activator: enhances mouse delta FosB homodimer DNA binding | activation, % at 25 µM | purified delta FosB, TAMRA-CDK5 oligo fluorescence polarization; percent of positive-control signal above neutral wells | actives 0.99% (n = 340,000);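 active = mean activation above about 17%, with every replicate also reaching it, limit read from the data, passing the limit was not always enough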;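 also: fluorescence polarization rise as delta FosB binds a TAMRA Cdk5 AP-1 oligo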
# MITF act: MITF TRPM1 promoter activation in melanoma cells; actives 0.75% (n = 300,000); AID 588334; activation, % at 12.5 µM; SK-MEL-5 TRPM1-promoter luciferase, 24 h; % of positive control, neutral wells = 0;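 active = mean activation of at least 80% with every replicate also reaching 80%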;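 also: 0% = neutral control wells and 100% = parthenolide positive control wells; values of inactives mirror those of a sister screen read the other way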
# SR-BI HDL uptake: inhibitors of mouse SR-BI mediated HDL lipid uptake | Q61009 | ldlA[mSR-BI] CHO cells, DiI-HDL uptake fluorescence, 3 h | inhibition, % at 12.5 µM | actives 0.96% (n = 320,000);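 active = mean replicate inhibition of at least 70% and a set share of replicates each scoring 70 or more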;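 also: 0% = median of neutral control wells and 100% = median of positive control wells; values of inactives mirror those of a sister screen read the other way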
# Target sequence (Q61009 whole entry, looked up): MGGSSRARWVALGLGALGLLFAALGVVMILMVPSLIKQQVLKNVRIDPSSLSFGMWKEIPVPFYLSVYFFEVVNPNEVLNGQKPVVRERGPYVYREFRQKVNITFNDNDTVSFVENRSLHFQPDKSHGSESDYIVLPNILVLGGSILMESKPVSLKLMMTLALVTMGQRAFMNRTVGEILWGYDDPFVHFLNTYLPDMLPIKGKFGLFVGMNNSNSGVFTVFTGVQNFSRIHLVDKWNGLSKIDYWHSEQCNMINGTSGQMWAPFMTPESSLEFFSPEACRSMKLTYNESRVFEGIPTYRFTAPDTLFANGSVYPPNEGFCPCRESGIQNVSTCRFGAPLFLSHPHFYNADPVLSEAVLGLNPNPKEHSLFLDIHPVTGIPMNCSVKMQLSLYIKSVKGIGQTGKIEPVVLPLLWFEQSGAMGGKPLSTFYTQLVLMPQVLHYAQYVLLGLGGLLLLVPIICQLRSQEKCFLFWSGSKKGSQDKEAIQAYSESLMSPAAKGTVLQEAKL
# NSD2 inh: inhibitors of human histone methyltransferase NSD2; O96028; NSD2 peptide methylation, AlphaScreen, 120 min; inhibition, % at 12.5 µM; actives 0.54% (n = 310,000); in the data active = inhibition above about 50%
# SR-BI uptake up: activators of SR-BI mediated HDL lipid uptake | CHO ldlA[mSR-BI] cells, DiI-HDL uptake fluorescence, 3 h; 100 = double the neutral-control signal | activation, % at 12.5 µM | actives 0.096% (n = 320,000);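 active = mean replicate activation of at least 60% and every replicate at or above 60%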;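 also: 0% = median plate neutral-control signal and 100% = twice that signal; values of inactives mirror those of a sister screen read the other way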
#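 Test system: SR-BI-overexpressing, LDLR-lacking CHO cells; Medium: Ham's F12 with 0.5% BSA, HEPES 25 mM, pH 7.4; Schedule: 3 h, 37 °C; Technique: bottom-read fluorescence, 550/595 nm.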
# CDK5 p35 inh: inhibitors of human CDK5/p35 kinase; Q00535+Q15078; Recombinant CDK5/p35, ADP-Glo luminescence, 60 min; inhibition, % at 10 µM; actives 0.01% (n = 330,000); AID 488839;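 active = highest replicate inhibition of at least 50% and at least 75% of replicates reaching 50%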;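 also: plate controls were DMSO neutral control for no effect and GW8510 at 10 µM for full effect; many of its hits are not listed in these tables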
# * hit, by the source's call; · = no result given.
SMILES,SUMO Mot1 rescue,PKA-R1A activ,PKA-R2B act,Arrestin-AP2 inh,Pemphigus Ab inh,dFosB activator,MITF act,SR-BI HDL uptake,NSD2 inh,SR-BI uptake up,CDK5 p35 inh
O=C(OCc1nnc(-c2cccs2)o1)C1=NN(c2ccccc2)C(=O)CC1,47,-3,-2,-2,101,-9,6,-5,1,5,-0.3
O=C(/C=C/c1ccco1)NC(=S)Nc1ccccc1O,-25,·,·,40,100,-7,48,24,24,-24,-1.2
O=C(CN(C(=O)c1csnn1)c1ccccc1Cl)NCCc1ccccc1,-6,-4,1,-9,103,4,-19,-20,·,20,-0.5
O=C(O)CCCC(=O)N1N=C(c2ccco2)CC1c1ccco1 (configuration not stated),-20,-9,-2,17,100,-4,·,7,-4,-7,0.5
C=CCn1c(CNC(=O)c2ccccc2F)nnc1SCC(=O)NC(C)c1ccccc1 (configuration not stated),-2,-2,13,3,100,-7,11,-34,-1,34,-1.0
Cc1ccc(S(=O)(=O)N2CCC(C(=O)Nc3ccc4c(c3)COC4=O)CC2)cc1,0,2,-11,0,102,-10,8,10,1,-10,0.2
CS(=O)(=O)N1CCN(c2ccc(C(=O)N3CCOCC3)cc2[N+](=O)[O-])CC1,-5,3,1,6,98,3,-13,-22,-2,22,-4.2
O=c1c2c(nc3n1CCCCC3)-c1ccccc1CC21CCCCC1,7,-1,-5,6,89,4,-7,21,-1,-21,-3.6
COc1ccccc1OC(C)C(=O)N1CCC(Cc2ccccc2)CC1 (configuration not stated),6,0,-1,5,101,-10,-5,15,-1,-15,0.1
NC(=O)NC(=O)CN1c2cccc3cccc(c23)S1(=O)=O,-8,-9,4,5,105,-5,-8,-2,0,2,0.2
C=CCN1C(=O)/C(=C\C=C2\N(C)c3ccccc3C2(C)C)SC1=S,3,2,1,46,253,-4,-13,6,8,-6,1.0
ClC(CCN1CCN(Cc2ccccc2)CC1)c1ccccc1 (configuration not stated),20,-4,-5,13,101,7,-14,-10,3,10,-0.1
CS(=O)(=O)CCC(C(=O)OCc1ccc(Br)cc1)N1C(=O)c2ccccc2C1=O (configuration not stated),17,-6,-4,6,73,-7,-3,-2,5,2,-0.8
O=C(Nc1ccc(S(=O)(=O)N2CCOCC2)cc1)C1CCN(S(=O)(=O)c2ccccc2)CC1,-1,-9,-3,-9,88,-7,-10,20,2,-20,1.4
CCn1c(SCC(=O)OC2CCCCC2)nc2ccccc2c1=O,79,-5,-1,11,96,-4,-2,-1,-13,1,-0.1
COc1ccc(N(C(=O)c2snc(C(N)=O)c2N)C(C(=O)NCc2ccccc2)c2ccc(F)cc2)c(OC)c1 (configuration not stated),53,1,1,-1,118,25*,·,·,0,·,-2.4
CCOc1ccccc1NC(=O)N1CCC(c2nc3ccccc3[nH]2)CC1,-9,-8,-6,-3,104,-10,4,36,-1,-36,-1.7
Cc1onc(C(=O)Nc2ccc(OC(F)(F)F)cc2)c1[N+](=O)[O-],18,-5,-1,6,104,1,68,10,-6,-10,0.2
COc1cc(CN2CC(C)CC(C)C2)cc([N+](=O)[O-])c1O (configuration not stated),-4,6,-4,8,93,-2,-4,-19,-1,19,0.6
CN1CCN(S(=O)(=O)c2ccc(C#N)cc2)C(c2ccccc2)C1 (configuration not stated),-12,-7,3,-6,·,-3,4,-2,0,2,0.7
COc1ccc(/C=C2\CN(Cc3ccccc3)C/C(=C\c3ccc(OC)cc3OC)C2=O)c(OC)c1,8,-1,-6,-8,98,-13,-9,41,2,-41,-0.6
Cc1nn2c(-c3ccc(Cl)cc3Cl)nnc2s1,-5,-15,-4,-9,112,0,·,-22,0,22,-3.1
Cc1ccc(CS(=O)Cc2ccc(C(=O)NCc3cccs3)o2)cc1 (configuration not stated),0,-8,9,14,95,-4,7,1,5,-1,-0.4
CC(C)c1nnc(SCC(=O)N2CCc3ccccc32)n1C,-15,-3,1,25,·,0,2,11,-2,-11,-0.9
Cc1ccccc1OCCC(=O)Nc1c(C)n(C)n(-c2ccccc2)c1=O,-24,-5,-5,1,·,-1,·,-19,-1,19,0.5
COc1cccc(CC2(CO)CCN(Cc3ccc(NC(C)=O)cc3)CC2)c1,17,1,3,-4,99,-1,5,2,-2,-2,0.2
O=C(Cn1cc(/C=N/NC(=O)c2cccc3ccccc23)c2ccccc21)Nc1ccc(F)cc1,-3,-17,-11,7,134,-5,-1,7,1,-7,-0.6
O=C(c1nnsc1S(=O)c1ccc(Cl)cc1)N1CCOCC1 (configuration not stated),·,-8,0,6,95,-4,-88,-16,25,16,0.9
Cc1cc(C)nc(SCC(=O)NN=Cc2ccc(C)o2)n1,7,-4,5,5,·,1,8,-12,1,12,1.3
CCn1c(SCC(=O)N2CCc3ccccc32)nnc1-c1ccncc1,-20,-2,-8,3,·,-9,·,19,-4,-19,-0.7
CSc1nc(-c2ccccc2)nc(C(C)C)n1,27,-15,8,33,96,5,0,-2,·,2,0.2
Cc1cc(Oc2ccc(=O)n(C)n2)nc(Oc2ccc(=O)n(C)n2)n1,5,-3,-2,-12,98,-3,-7,-82,-2,82*,-0.5
CN(C)c1nn(C(=O)Nc2ccc(Cl)cc2Cl)cc1-c1ccccc1,33,-9,-8,-2,92,1,·,-51,-5,51,-0.2
COc1ccc(Cl)cc1NC(=O)CN1CCc2ccccc21,4,-6,1,0,112,-8,-23,41,0,-41,-2.9
COc1cc(NC(=O)CSc2nc3cc(C)ccc3cc2C)c(C(=O)O)cc1OC,266,0,-8,1,104,0,-8,6,2,-6,1.0
Cc1nc(SCc2ccccc2)[nH]c(=O)c1CC(=O)OCC(C)C,19,4,-8,-1,96,6,-6,-27,-1,27,-1.5
Cc1ccc(NC(=O)CNc2cccc(S(=O)(=O)N3CCOCC3)c2)cc1F,·,-8,-9,-10,104,0,1,0,2,0,1.1
CC(C)(C)NC(=O)CN(C(=O)CNC(=O)c1cccs1)c1ccc2c(c1)OCCO2,-14,1,-12,-4,111,-6,-3,-11,-5,11,-1.2
CC(Cc1ccccc1)C(=O)N(C)Cc1cccnc1 (configuration not stated),-2,-8,-7,1,114,-9,3,-19,·,19,-4.3
O=C(CCNC(=O)c1ccc([N+](=O)[O-])cc1)NCCc1ccc(Cl)cc1,0,-2,-3,3,98,-2,-7,18,-1,-18,0.0
c1cncc(-c2nc(N3CCOCC3)c3ccccc3n2)c1,-12,-9,7,10,99,-13,-17,22,1,-22,2.5
O=c1[nH]c2cc3c(cc2cc1CN(CCO)S(=O)(=O)c1ccccc1)OCCO3,5,-6,-1,-5,98,-9,-4,-29,-3,29,-0.7
Cc1cccc(NC(=O)CSc2nc(C)nc3c2c(=O)n(C)c(=O)n3C)c1,·,-6,2,-6,101,-2,-13,3,·,-3,-1.7
CC(C)C(C)(C#N)NC(=O)CSc1nnc(-c2ccccc2)o1 (configuration not stated),·,-7,-4,13,109,-6,22,·,9,·,1.9
Cc1c(N=C2SCC(=O)N2/N=C/c2ccccc2)c(=O)n(-c2ccccc2)n1C,-8,11,11,26,97,0,-5,-9,-1,9,-0.4
OC(CN1C2=NCCN2c2ccccc21)c1ccc(Br)cc1 (configuration not stated),-6,0,1,-8,100,-10,-1,4,0,-4,0.5
COc1ccc(-c2cc(C(F)(F)F)nc(N3CCN(c4ccc(F)cc4)CC3)n2)cc1OC,·,-2,7,1,98,5,15,61,0,-61,-1.3
CC(C)(C)NC(=O)CCN(/N=C/c1ccc([N+](=O)[O-])o1)C1=NS(=O)(=O)c2ccccc21,-18,1,-7,10,99,5,-63,-25,5,25,1.0
O=C(c1cccs1)N1CCCC(c2nc(-c3ccc(F)cc3)no2)C1 (configuration not stated),2,-7,1,-1,100,-9,63,32,1,-32,0.4
CCOC(=O)C1CCCCN1C(=O)CCc1c(C)nc2ncnn2c1C (configuration not stated),-3,2,-5,3,102,-1,-28,-16,-2,16,0.3

# Filtered by structure: the compounds so far containing a Cl atom
SMILES,SUMO Mot1 rescue,PKA-R1A activ,PKA-R2B act,Arrestin-AP2 inh,Pemphigus Ab inh,dFosB activator,MITF act,SR-BI HDL uptake,NSD2 inh,SR-BI uptake up,CDK5 p35 inh
O=C(CN(C(=O)c1csnn1)c1ccccc1Cl)NCCc1ccccc1,-6,-4,1,-9,103,4,-19,-20,·,20,-0.5
ClC(CCN1CCN(Cc2ccccc2)CC1)c1ccccc1 (configuration not stated),20,-4,-5,13,101,7,-14,-10,3,10,-0.1
Cc1nn2c(-c3ccc(Cl)cc3Cl)nnc2s1,-5,-15,-4,-9,112,0,·,-22,0,22,-3.1
O=C(c1nnsc1S(=O)c1ccc(Cl)cc1)N1CCOCC1 (configuration not stated),·,-8,0,6,95,-4,-88,-16,25,16,0.9
CN(C)c1nn(C(=O)Nc2ccc(Cl)cc2Cl)cc1-c1ccccc1,33,-9,-8,-2,92,1,·,-51,-5,51,-0.2
COc1ccc(Cl)cc1NC(=O)CN1CCc2ccccc21,4,-6,1,0,112,-8,-23,41,0,-41,-2.9
O=C(CCNC(=O)c1ccc([N+](=O)[O-])cc1)NCCc1ccc(Cl)cc1,0,-2,-3,3,98,-2,-7,18,-1,-18,0.0

# Rows are unselected; overall some 4.7% were active at least once.
